# CCT chaperon mod: High-Throughput Screening for Modulators of Cytosolic Chaperonin Activity. purified chaperonin ATPase assay, HTRF ADP detection, 30 min. activity change, % (test concentration not listed), hits read low. actives 0.3% (n = 360,000). AID 651819, 2012; in the data active = activity change below about -30%; also: % is scaled to controls: 0 for no effect and ±100 for the full control effect
#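 TRiC (40 or 20 nM final, by batch activity) in 30 mM Tris pH 7.4, 100 mM KCl, 5 mM MgCl2, 1 mM DTT was treated with compound at 76 uM single dose, then 10 uM ATP, 30 min at 37 °C. ADP was read by HTRF Transcreener.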
# Nrf2 activator: qHTS of Nrf2 Activators | AREc32 ARE-luciferase reporter (MCF7-derived line), luminescence, 24 h | actives 0.31% (n = 410,000) | AID 624171, 2012 | Potency, µM (top dose mostly 46.1 µM), inactives show at the top dose activation, most hits filed as activators; also: potency is read from the fitted curve at half-maximal effect; % of control where 0% means no effect; nearly all actives have a fitted effect of over 65% in size
#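 Steps: seed AREc32_Fluc cells (1000/well, 5% FBS OPTI-MEM); incubate overnight at 37 deg C; add 23 nL compound; incubate 24 hr; add Steady-Glo; hold 30 min RT; read luminescence.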
# A549 tox: Nrf2 qHTS screen for inhibitors: counterscreen for cytotoxicity. A549 ARE-Fluc cells, CellTiter-Fluor viability, 18-24 h. Potency, µM (series often up to 46 µM), inactives show at the highest dose activity change, negative = cytotoxicity, usual class: inhibitors. actives 0.16% (n = 390,000). AID 504648, 2011; also: potency is read from the fitted curve at half-maximal effect; % is scaled to controls: 0 for no effect and ±100 for the full control effect
#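 A549 ARE-Fluc cells in 5% FBS OPTI-MEM, 5000 cells/well, rested 2 h then exposed to compounds in concentration-response for 18-24 h at 37 °C. Viability by CellTiter-Fluor fluorescence (Ex 405/Em 525) after 30 min; luciferase luminescence (BugLite, 15 min, RT) read afterwards.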
# MmCpn inh: Inhibitors of TCP-1 ring complex (TRiC) of Methanococcus maripaludis (MmCpn): qHTS | AID 504842, 2011 | purified Mm-Cpn ATPase, ADP Transcreener TR-FRET | Chaperonin Mm-Cpn (Methanococcus maripaludis) | Potency, µM (series often up to 76.9 µM), for the others: at the top dose activity, negative = inhibition, usual class: inhibitors | actives 0.031% (n = 330,000); also: potency is read from the fitted curve at half-maximal effect; % is scaled to controls: 0 for no effect and ±100 for the full control effect; nearly all actives have a fitted effect of over 80% in size
#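 Inhibition of chaperonin ATP hydrolysis is measured as reduced ADP production, detected by competitive TR-FRET in which signal falls with ADP. Final enzyme 25 nM and ATP 10 uM, reacted 30 min at 37°C.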
# TGFb SMAD3 inh: qHTS for Inhibitors of TGF-b. HepG2 CAGA-GFP TGF-b/SMAD3 reporter, GFP fluorescence, 18 h; TGF-beta stimulated, 500 pg/mL final. Potency, µM (top dose mostly 46.1 µM), for inactives: at the top dose activity, negative = inhibition, hits mostly inhibitors. actives 1.2% (n = 410,000). AID 588855, 2011; also: potency is read from the fitted curve at half-maximal effect; % is scaled to controls: 0 for no effect and ±100 for the full control effect; nearly all actives have a fitted effect of over 65% in size
#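 Inhibition of TGF-beta-driven CAGA-GFP reporter expression in HEPG2 cells is measured by cellular GFP fluorescence after 18 h stimulation with 500 pg/mL recombinant TGF-beta in 1% FBS medium at 37 degrees C.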
# Abeta rescue: qHTS for compounds that reverse cellular toxicity of Amyloid beta (A-beta) peptide in yeast: Primary Screen. yeast expressing A-beta42, growth rescue, OD600, 48 h; response scale: 0% DMSO, 100% iron-clioquinol control. Potency, µM (series often up to 46.1 µM), inactives show at the top dose growth rescue, actives largely listed as activators. actives 0.063% (n = 410,000). AID 1347071, 2019; also: potency is read from the fitted curve at half-maximal effect; nearly all actives have a fitted effect of over 55% in size
#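 Growth rescue measured by 600 nm absorbance after 48 h yeast culture at 30 C with compound. Values normalized between DMSO and an equimolar ferric chloride plus clioquinol control.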
# HepG2 viability: qHTS for Inhibitors of TGF-b: Cytotox Counterscreen | HepG2 CAGA-GFP viability, ATP luminescence, 18 h | Potency, µM (titrated, usually from 46.1 µM), inactives show at the highest dose activity change, negative = cytotoxicity, actives largely listed as cytotoxic | actives 0.76% (n = 410,000); also: potency is read from the fitted curve at half-maximal effect; some results filed as inactive show a strong effect at the top dose
#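 HepG2 CAGA-GFP cells (1000/well, DMEM with 1% FBS) received compound, then TGF-beta at 500 pg/mL final, and were incubated 18 hours at 37 degrees C. Viability was read by CellTiter-Glo luminescence. Media-only wells were set as complete cell-killing and DMSO as no toxicity.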
# Nrf2 block: Nrf2 qHTS screen for inhibitors. A549 ARE-Fluc reporter, luciferase luminescence, 18-24 h. Potency, µM (series often up to 46 µM), inactives show top-dose activity change, negative = inhibition, most hits filed as inhibitors. actives 2.1% (n = 360,000); also: potency is read from the fitted curve at half-maximal effect; % is scaled to controls: 0 for no effect and ±100 for the full control effect; nearly all actives have a fitted effect of over 60% in size
#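 A549 ARE_Fluc cells, 5000/well, 5% FBS OPTI-MEM; compounds in dose-response, 18-24 h at 37 °C/5% CO2; CellTiter-Fluor viability read (Ex 405/Em 525), then BugLite luciferase luminescence = Nrf2 activity.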
# Akt phos inh: HTS Assay for Inhibitors of Akt Phophorylation: Primary Screen; Neuro2A IGF-stimulated pAkt S473 HTRF, 20 min; stronger effect = lower value; activity change, % for hits at 50 µM; actives 0.32% (n = 360,000); in the data active = activity change below about -80%; inconclusive = mostly about -51% to -80%; also: % is scaled to controls: 0 for no effect and ±100 for the full control effect
#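 Neuro2A cells in DMEM with 0.5% FBS, overnight at 37 deg C, given compound at single 50 µM final, then IGF (6 nM final) for 20 min at 37 deg C. Lysed; phospho-Akt Ser473 by HTRF after 24 h, 665/615 ratio.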
# * hit, by the source's call; i = inactive; ? = inconclusive; . = not tested or not shown; [ ] = remark or other dose. Unless noted, calls follow the shape of the dose curve; as a rule, active = well fitted curve in the direction sought with a large enough effect; inconclusive = small, poorly fitted or top-dose-only effect, or another doubt; inactive = no such curve, though single readings can be large; an effect the other way counts as inactive or inconclusive.
SMILES,CCT chaperon mod,Nrf2 activator,A549 tox,MmCpn inh,TGFb SMAD3 inh,Abeta rescue,HepG2 viability,Nrf2 block,Akt phos inh
COc1cc(OC)cc(C(=O)Nc2ccc(-c3nc4cc(C(C)C)ccc4o3)cc2)c1,.,14%,-4%,.,-13%,7%,-36%,15µM*,.
O=C(COC(=O)C1CCN(S(=O)(=O)c2ccc3c(c2)OCCO3)CC1)Nc1cc(C(F)(F)F)ccc1Cl,-4.0,-0.3%,2%,2%,6%,8%,5%,0%,i
CC1=C(C(=O)Nc2ccc(C)cc2Cl)C2(CCCCCC2)OC1=O,.,0.2%,15%,.,-24%,-13%,-8%,100%,.
CCOC(=O)N1CCN(C(=O)CCCn2c(=S)[nH]c3ccc(Br)cc3c2=O)CC1,-1.7,-0.6%,-11%,0%,-3%,12%,-3%,?,i
O=C(Nc1ccc(Br)cc1)c1ccccc1CC[N+](=O)[O-],-6.9,1.6%,12%,-6%,1%,24%,-6%,6%,i
CC1(C(=O)Nc2cnc3ccccc3c2)CCN1Cc1cc2ccccc2o1 (stereo unspecified),1.1,0.0%,.,.,-9%,-3%,-29%,.,i
Cc1cnc(C(=O)OCc2ccc(Br)cc2)cn1,-2.7,-0.9%,0%,0%,-10%,-4%,-1%,8%,i
OCCCNc1nnc(-c2ccccc2)c2ccccc12,-0.8,-0.5%,1%,2%,7%,7%,1%,10%,i
CCc1ccc(NC(=O)Cn2cnc3c(=O)n(C)c(=O)n(C)c32)cc1,-1.0,0.4%,0%,-1%,-17%,-14%,-5%,?,i
Cc1ccc2c(=O)cc(C(=O)Nc3ccc(S(=O)(=O)N4CCCCC4)cc3)oc2c1,.,0.0%,1%,.,-5%,-16%,-48%,1%,.
COc1ccc(S(=O)(=O)N=Nc2c(O)[nH]c3ccccc23)cc1,-3.7,4.8%,1%,1%,?,-16%,5%,6%,i
O=C(N/N=C/C(Br)=C/c1ccccc1)c1cnccn1,3.0,?,0%,0%,-24%,-1%,-22%,?,i
CC(Oc1ccc(Cl)cc1)C(=O)N1CCN(C(=O)c2ccco2)CC1 (stereo unspecified),0.0,-0.3%,2%,1%,-10%,-1%,2%,11%,i
O=C(c1ccc(COc2ccc(F)cc2)o1)n1cccn1,-1.0,-0.9%,5%,0%,-18%,-12%,-6%,-10%,i
CCCCSc1nc(O)c(C2OC(=O)c3c2ccc(OC)c3OC)c(=O)n1C (stereo unspecified),-3.7,?,0%,1%,0%,0%,10%,19%,i
CC(C)(CNc1ccc([N+](=O)[O-])cc1C#N)N1CCOCC1,-6.7,-0.2%,-17%,0%,1%,-5%,-15%,-5%,i
CN(C)/C=C1\N=C(c2cccnc2Oc2ccc(Cl)cc2)OC1=O,-0.9,0.1%,-11%,-1%,-5%,-14%,-42%,?,i
CC(C)(C)n1nc2c(c1NC(=O)Cc1cccc3ccccc13)CS(=O)C2 (stereo unspecified),0.8,0.5%,0%,1%,3%,4%,4%,15%,i
O=C(CN1C(=O)NC(Cc2ccccc2)C1=O)Nc1ccc(OC(F)F)cc1 (stereo unspecified),2.9,2.5%,1%,2%,-5%,-15%,0%,2%,i
COc1cccc(CNC(=O)c2csc3c2CCCC3)c1,-0.6,0.7%,8%,0%,-13%,10%,-26%,?,i

# Part of the list above, reduced to Nrf2 block and Akt phos inh.
molecule | Nrf2 block | Akt phos inh
Cc1cnc(C(=O)OCc2ccc(Br)cc2)cn1 | 8% | i
OCCCNc1nnc(-c2ccccc2)c2ccccc12 | 10% | i
CCc1ccc(NC(=O)Cn2cnc3c(=O)n(C)c(=O)n(C)c32)cc1 | ? | i

# Going on with the list.
SMILES,CCT chaperon mod,Nrf2 activator,A549 tox,MmCpn inh,TGFb SMAD3 inh,Abeta rescue,HepG2 viability,Nrf2 block,Akt phos inh
CC(CN)(NS(=O)(=O)c1ccccc1)c1ccccc1 (stereo unspecified),-0.7,-0.5%,-1%,2%,1%,-3%,0%,-7%,i
CSc1ncccc1C(=O)OCCCC(=O)c1ccc(F)cc1,-13,0.0%,2%,1%,-2%,5%,-16%,?,i
Nn1c(SCC(=O)N2CCCCCC2)nnc1-c1ccncc1,-3.9,0.0%,8%,1%,0%,5%,-7%,.,i
CCC(C)NC(=O)NC(=O)CSc1nnc(-c2ccccc2F)n1C1CC1 (stereo unspecified),1.0,0.4%,3%,1%,-2%,-1%,0%,?,i
COc1cccc(-c2nc(-c3ccncc3)no2)c1,-0.5,27%,-3%,-7%,-12%,-8%,-24%,?,i
O=C(OC(C(=O)NC1CCCCC1)c1ccc(C(F)(F)F)cc1)c1ccco1 (stereo unspecified),-2.6,0.2%,-9%,0%,-22%,1%,-30%,1%,i
COc1ccc(NC(=O)c2nnn(CC(=O)Nc3ccccc3OC)c2N)c(OC)c1,0.4,0.2%,-1%,-7%,7%,-12%,3%,10%,i
O=C(Nc1ccccc1Br)C(=O)N1CCCC1,2.2,-0.7%,-5%,-1%,0%,-10%,1%,2%,i
Cc1ccc(C(=O)NCCc2nnc3ccc(NCCCN4CCOCC4)nn23)cc1,-1.0,-0.7%,-2%,0%,4%,13%,-2%,-18%,i
COCc1cc(C)nc(OCC(=O)N/N=C/c2cc(C)n(-c3c(C)cccc3C)c2C)c1C#N,-8.8,-1.4%,-5%,2%,22%,6%,0%,-18%,i
Cc1ccc(N=Cc2c(O)n(-c3nccs3)c(=O)c3ccccc23)c(C)c1,-0.6,0.1%[9.22 µM],-2%,2%,67%[activator],1%,9%,-7%,i
CN(C(=O)CSc1ncnc2sc3c(c12)CCCC3)C1CCS(=O)(=O)C1 (stereo unspecified),0.9,2.8%,4%,-2%,-4%,21%,-4%,?,i
O=C(NCc1ccccn1)c1ccc(OC2CCN(Cc3ccc(F)cc3F)CC2)cc1,-1.0,3.1%,-7%,2%,?,1%,-43%,-24%,i
COc1cc(C(F)(F)F)c(C(=O)N(C)Cc2cccc(Cl)c2)cn1,3.4,0.1%,6%,1%,-1%,4%,-4%,-3%,i
Cc1nc2ccccn2c1-c1csc(Nc2cccc(O)c2)n1,-1.4,15%,-10%,-2%,?,-10%,2%,-2%,i
CCCc1cc(NCC2CCCO2)n2c(nc3ccccc32)c1C#N (stereo unspecified),-0.9,-0.1%,-10%,-3%,0%,12%,-8%,?,i
COc1ccc(S(=O)(=O)N2CCc3ccccc3C2)cc1OC,-0.7,-0.9%,7%,-6%,-9%,3%,-3%,-23%,.
O=C(N/N=C/c1ccc(O)cc1)c1cc(C23CC4CC(CC(C4)C2)C3)[nH]n1,-3.3,0.0%,4%,1%,-29%,-17%,-19%,3%,i
O=C1c2ccsc2SCCN1Cc1ccc(Cl)cc1,-5.3,0.7%,3%,0%,5%,-28%,-1%,-9%,-124%*
COc1cccc(NC(=S)N(CCN2CCCCC2)Cc2ccco2)c1,0.8,1.2%,-9%,1%,7%,10%,-7%,2%,i
CCOC(=O)c1cn(Cc2ccccc2)nc1-c1ccccc1,-0.5,-0.8%,8%,.,8%,7%,119%,-11%,i
Cc1c(C#N)sc2nc(-c3ccccc3)nc(N3CCCC3)c12,-3.0,4.0%,-5%,-1%,2%,8%,5%,.,i
COc1ccc([C@H]2/C=C\CN(S(=O)(=O)c3cccc4cccnc34)[C@@H](C)C(=O)N2Cc2ccc(F)cc2)cc1,-0.7,-0.5%,-13%,.,?,7%,-5%,1%,i
COc1ccc(OC)c(NC(=O)NCCc2cccc(Cl)c2)c1,-1.1,-0.4%,2%,0%,2%,13%,-33%,0%,i
CCC1CN(C(=O)Nc2ccc(Br)cc2F)c2ccccc2S1 (stereo unspecified),.,-1.1%,?,.,0%,-2%,-6%,?,.
O=C(Nn1c(COc2ccccc2)nc2ccccc2c1=O)C(Cl)(Cl)Cl,-5.9,?,-11%,0%,?,-23%,-113%,7%,i
N#Cc1ccsc1NC(=O)COc1ccc(-c2nnco2)cc1,-0.5,0.3%,?,-1%,-10%,-2%,-3%,?,i
COc1ccc(/C=C/C(=O)OCC(=O)Nc2ccc(Cl)cc2F)cc1S(=O)(=O)N1CCOCC1,0.2,-0.7%,-2%,1%,-3%,-2%,-2%,12%,i
CCOc1ccc(N(CC(=O)Nc2ccccc2)S(C)(=O)=O)cc1,-5.5,2.5%,0%,0%,-16%,-9%,-24%,30%,i
CC(C)CN(C(=O)CC1OC(=O)c2ccccc21)c1c(N)n(Cc2ccccc2)c(=O)[nH]c1=O (stereo unspecified),-2.3,-0.7%,2%,4%,7%,1%,0%,-4%,i
Cc1cc(C)n(C(=O)Cn2nc(C(F)F)cc2C)n1,1.9,0.0%,?,-29%,2%,11%,2%,22%,i

# From PubChem BioAssay
